LEDGF integ inh = blocks HIV-1 LEDGF/p75-dependent DNA integration; TR-FRET IN-LEDGF/p75 DNA integration, Eu/Cy5; inhibition, % at 3.7 µM; actives 0.64% (n = 370,000);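 active means inhibition above the screen-wide mean plus 3 SD, cut at about 13% in these data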;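 further: signal is the Cy5 over europium emission ratio at 671 and 618 nm; 0% = plate median of compound wells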
DDE Tn6 FP inh = DD(E)-Tn6 binding inhibition, primary FP screen; P02675; Fibrin DD(E) TRITC-Tn6 fluorescence polarization displacement; inhibition, % at 8.3 µM; actives 0.21% (n = 370,000); AID 720509;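 active means inhibition above a per-campaign cutoff: mean of compounds within control limits plus 3 SD, cut at about 15% in these data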;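 further: 0% = median of all compound wells on the plate and 100% = blocking peptide control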
PLCg1 inh = blocks human PLC-gamma1 enzyme activity; P19174; purified PLC-gamma1, fluorogenic substrate, fluorescence; inhibition, % at 12.2 µM; actives 0.84% (n = 370,000); AID 720700; in the data active means inhibition above about 9.5%
ASAP1 GAP inh = ASAP1 ArfGAP inhibition. Q9ULH1. ASAP1-stimulated ARF1 GTP hydrolysis, GDP FP detection. inhibition, % at 16.5 µM. actives 0.19% (n = 360,000). AID 624377; in the data active means inhibition above about 25%;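 further: 0% = vehicle with enzyme and substrate and 100% = no enzyme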
ARFGAP1 inh = inhibits rat ARF GTPase activating protein 1 | Q62848 | AID 651572 | inhibition, % at 16.5 µM | Arfgap1-stimulated ARF1 GTP hydrolysis, GDP FP detection | actives 0.26% (n = 360,000);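 active means inhibition above a per-plate limit, mean inhibition of low control wells plus 3 SD, cut at about 25% in these data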;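 further: 0% = DMSO wells with enzyme and 100% = wells lacking Arfgap1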
Target sequence (Q62848 1-136 limits assumed): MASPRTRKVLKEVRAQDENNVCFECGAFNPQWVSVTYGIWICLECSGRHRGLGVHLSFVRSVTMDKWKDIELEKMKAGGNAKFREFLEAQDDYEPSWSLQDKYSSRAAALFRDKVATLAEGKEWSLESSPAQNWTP
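System: truncated rat Arfgap1 GAP domain / Benchmarks: high control wells lacking Arfgap1, low control full reaction with DMSO / Times: compound-enzyme preincubation 20 min, reaction 120 min, detection 60 min, 25 °C / Repeats: one replicate per compound / Also added: human ARF1(Δ1-17)-GTP substrate / Measured by: Tracer-displacement fluorescence polarization with EDTA stop, 620/688 nm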
proKLK7 act = activates the human kallikrein-7 zymogen; P49862; purified proKLK7, EDANS-DABCYL substrate fluorescence; 100% is mature enzyme control, 0% vehicle; activation, % at 7 µM; actives 0.9% (n = 370,000);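 active means activation above the mean of all tested compounds plus 3 SD, computed per campaign excluding outliers beyond control limits, cut at about 13% in these data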
Target sequence (P49862 whole entry, looked up): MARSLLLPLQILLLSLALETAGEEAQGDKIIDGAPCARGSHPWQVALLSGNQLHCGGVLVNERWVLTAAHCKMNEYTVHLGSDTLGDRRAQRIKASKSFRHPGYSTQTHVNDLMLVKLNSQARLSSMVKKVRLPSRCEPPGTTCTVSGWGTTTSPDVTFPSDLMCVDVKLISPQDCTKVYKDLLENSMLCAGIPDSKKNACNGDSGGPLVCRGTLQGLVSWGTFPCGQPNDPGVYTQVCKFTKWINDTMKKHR
ADAM10 inh = inhibits human ADAM10. recombinant ADAM10, EDANS/DABCYL FRET peptide cleavage, 3 h. inhibition, % at 7 µM. actives 0.62% (n = 370,000). AID 720582;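 active means inhibition above a per-campaign cutoff equal to the mean of compounds falling between control-based bounds plus 3 SD, cut at about 20% in these data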;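 further: 0% = DMSO wells while the 100% control is not disclosed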
ADAM17 inh = inhibits human ADAM17. actives 0.83% (n = 370,000). recombinant ADAM17, EDANS/DABCYL FRET peptide cleavage. P78536. inhibition, % at 6.95 µM;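 active means inhibition above the mean of compounds lying between control limits plus 3 SD, set per campaign, cut at about 8.5% in these data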;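 further: 0% = DMSO-only wells as the low control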
Target sequence (P78536 215-824 limits assumed): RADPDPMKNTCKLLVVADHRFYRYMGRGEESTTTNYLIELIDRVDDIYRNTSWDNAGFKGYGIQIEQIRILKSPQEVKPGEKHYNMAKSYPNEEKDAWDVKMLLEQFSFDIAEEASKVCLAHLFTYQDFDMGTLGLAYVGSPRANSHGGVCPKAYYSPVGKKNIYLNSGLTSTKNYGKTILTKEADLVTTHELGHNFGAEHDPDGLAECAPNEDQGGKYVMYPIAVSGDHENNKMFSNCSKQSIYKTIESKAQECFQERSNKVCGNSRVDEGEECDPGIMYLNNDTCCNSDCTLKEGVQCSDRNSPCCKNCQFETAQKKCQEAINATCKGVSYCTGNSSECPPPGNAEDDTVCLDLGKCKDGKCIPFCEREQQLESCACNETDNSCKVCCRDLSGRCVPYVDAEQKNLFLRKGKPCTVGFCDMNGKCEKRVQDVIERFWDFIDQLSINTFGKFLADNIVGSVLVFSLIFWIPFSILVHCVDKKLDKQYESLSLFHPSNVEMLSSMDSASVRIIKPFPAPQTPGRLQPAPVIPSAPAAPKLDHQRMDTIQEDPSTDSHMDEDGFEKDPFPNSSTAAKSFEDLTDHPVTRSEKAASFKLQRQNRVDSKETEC
TDP2 absorb = TDP2 (human) inhibition, absorbance primary screen; O95551; recombinant TDP2, T5PNP hydrolysis, p-nitrophenol absorbance 415 nm; inhibition, % at 12.8 µM; actives 0.34% (n = 370,000); AID 720702;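 active means inhibition above the mean of all tested compounds plus 3 SD, set per campaign, cut at about 25% in these data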;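 further: 0% = DMSO with enzyme and 100% = buffer with substrate but no TDP2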
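System: recombinant human TDP2 / Amount: 120 nM TDP2 per well / Also added: 5 mM T5PNP chromogenic substrate / Doses: 12.8 µM single point, 1% DMSO / Incubation: 2 h at 37 °C / Detection: p-Nitrophenol epi absorbance / Evaluation: % inhibition relative to enzyme-containing and enzyme-free wells / Repeats: singlicate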
Tn7 DDE FP = inhibitors of Tn7 peptide binding to human fibrin DD(E). AID 720508. actives 0.13% (n = 370,000). FP displacement of FITC-Tn7 peptide from fibrin DD(E); 0% = median of compound wells per plate. inhibition, % at 8.3 µM. P02675;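 active means inhibition above the mean of compounds falling within the control limits plus 3 SD of them, cut at about 14% in these data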;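 further: 0% = plate median of compound wells and 100% = 10 µM Aha-Tn7 peptide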
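assay system = human clot-derived fibrin DD(E) complex | quantity = Fibrin-DD(E) at 2 µM final | timing = 10 min preincubation, 3 h with tracer, room temperature | signal = fluorescence polarization | measure = percent inhibition | benchmarks = high control wells with 10 µM unlabelled Aha-Tn7 peptide (full inhibition) | replicates = singlicate testing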
Numbers without * were called inactive.

COc1ccc(S[C@]2(C(=O)N3CCN(c4ncccn4)CC3)CC(=O)N[C@@H]2c2ccc(OC)cc2)cc1 was read as LEDGF integ inh 2.5, DDE Tn6 FP inh 6.2, PLCg1 inh -3.8, proKLK7 act 1.1, ADAM10 inh 1.6, ADAM17 inh 0.3, TDP2 absorb -2.9 and Tn7 DDE FP -3.7.
C/C(=N\NC(=O)C1CC1)c1ccc(Cl)c(Cl)c1 was read as LEDGF integ inh -1.9, DDE Tn6 FP inh 2.2, PLCg1 inh 0.0, ASAP1 GAP inh -6.0, ARFGAP1 inh -6.1, proKLK7 act 0.1, ADAM10 inh 1.9, ADAM17 inh -5.3, TDP2 absorb 3.6 and Tn7 DDE FP -3.2.
For COc1ccc(-n2nnnc2CNC(=O)c2ccc(S(=O)(=O)N3CCOCC3)cc2)cc1 the results were LEDGF integ inh 1.4, DDE Tn6 FP inh -2.1, PLCg1 inh 1.7, ASAP1 GAP inh 9.1, ARFGAP1 inh -0.6, proKLK7 act 0.2, ADAM10 inh -0.3, ADAM17 inh 0.3, TDP2 absorb -4.9 and Tn7 DDE FP -3.5.
Screening O=C(Nc1ccc(CN2CCOCC2)cc1)c1ccc(Br)cc1 returned LEDGF integ inh 1.9, DDE Tn6 FP inh -9.1, PLCg1 inh 1.1, ASAP1 GAP inh -0.2, ARFGAP1 inh 0.4, proKLK7 act 0.1, ADAM10 inh -2.3, ADAM17 inh -2.4, TDP2 absorb 7.5 and Tn7 DDE FP -4.0.
CSc1nc(NCC(C)C)c2c3c(sc2n1)CN(C)CC3 was read as LEDGF integ inh 0.8, DDE Tn6 FP inh 3.2, PLCg1 inh -32.7, ASAP1 GAP inh -10.9, ARFGAP1 inh -5.5, proKLK7 act 1.3, ADAM10 inh inactive, ADAM17 inh -221.2, TDP2 absorb -7.0 and Tn7 DDE FP -4.1.
O=S(=O)(Cc1ccc(Cl)cc1)N1CCN(c2ncccn2)CC1 was read as LEDGF integ inh -1.4, DDE Tn6 FP inh -6.7, PLCg1 inh -1.4, ASAP1 GAP inh -2.2, ARFGAP1 inh 1.7, proKLK7 act 0.0, ADAM10 inh -10.5, ADAM17 inh -5.0, TDP2 absorb 5.4 and Tn7 DDE FP 0.8.
For O=C(O)CSc1nc(-c2cccs2)cc(C(F)(F)F)n1 the results were LEDGF integ inh 0.2, DDE Tn6 FP inh 4.6, PLCg1 inh 1.1, ASAP1 GAP inh 9.1, ARFGAP1 inh -8.1, proKLK7 act 0.6, ADAM10 inh 4.3, ADAM17 inh 2.8, TDP2 absorb -3.4 and Tn7 DDE FP 7.4.
`FC(F)(F)c1ccc(N2CCN(Cc3ccc4c(c3)OCO4)CC2)nc1` gave LEDGF integ inh -0.1, DDE Tn6 FP inh -11.0, PLCg1 inh 5.6, ASAP1 GAP inh 1.8, ARFGAP1 inh -9.0, proKLK7 act 0.3, ADAM10 inh -8.0, ADAM17 inh 3.1, TDP2 absorb -6.0 and Tn7 DDE FP 8.8.
Screening COc1ccc(C(CNC(=O)c2ccc(-c3ccccc3Cl)o2)N2CCOCC2)cc1 (stereo unspecified) returned LEDGF integ inh -2.0, DDE Tn6 FP inh 4.3, PLCg1 inh -2.7, ASAP1 GAP inh -14.0, ARFGAP1 inh -6.7, proKLK7 act 0.0, ADAM10 inh -6.2, ADAM17 inh 6.9, TDP2 absorb -10.8 and Tn7 DDE FP 2.0.
CC1(C)CC2(CCO1)OC(=O)CC2C(=O)Nc1cccc2ccccc12 (stereo unspecified) was read as LEDGF integ inh 0.6, DDE Tn6 FP inh -4.8, PLCg1 inh 2.3, ASAP1 GAP inh 10.1, ARFGAP1 inh 2.0, proKLK7 act 0.4, ADAM10 inh 0.9, ADAM17 inh -0.4, TDP2 absorb -0.3 and Tn7 DDE FP -5.1.
For CCOC(CNC(=O)C(=O)Nc1cc2c3c(c1)CC(=O)N3CCC2)OCC the results were LEDGF integ inh -0.3, DDE Tn6 FP inh -1.1, PLCg1 inh 2.1, ASAP1 GAP inh 11.9, ARFGAP1 inh -7.1, proKLK7 act 0.7, ADAM10 inh -5.8, ADAM17 inh 0.2, TDP2 absorb 0.9 and Tn7 DDE FP -3.5.
For O=C(Cc1ccc([N+](=O)[O-])cc1)NCc1ccccc1Cl the results were LEDGF integ inh -1.7, DDE Tn6 FP inh -2.2, PLCg1 inh 4.1, ASAP1 GAP inh 10.9, ARFGAP1 inh 4.4, proKLK7 act 40.1*, ADAM10 inh 4.3, ADAM17 inh 4.4, TDP2 absorb -0.3 and Tn7 DDE FP -5.3.
`Cc1cccc(-c2nnc(-c3cccc4ccccc34)o2)c1` gave LEDGF integ inh 1.2, DDE Tn6 FP inh -0.5, PLCg1 inh -8.9, ASAP1 GAP inh -5.0, ARFGAP1 inh 4.2, proKLK7 act -10.4, ADAM10 inh -40.6, ADAM17 inh -14.1, TDP2 absorb 6.7 and Tn7 DDE FP 2.1.
For COc1cc(NC(=O)COc2cc(C)cc3oc(=O)cc(C)c23)cc(OC)c1OC the results were LEDGF integ inh -4.2, DDE Tn6 FP inh 4.2, PLCg1 inh -3.4, ASAP1 GAP inh -1.6, ARFGAP1 inh 3.3, proKLK7 act 1.0, ADAM10 inh -20.6, ADAM17 inh -6.8, TDP2 absorb 11.4 and Tn7 DDE FP 3.0.
`CCN1CCN(c2ccc(S(=O)(=O)N3CCOCC3)cc2NC(=O)COc2ccc(F)cc2Cl)CC1` gave LEDGF integ inh 3.0, DDE Tn6 FP inh 2.2, PLCg1 inh 0.2, ASAP1 GAP inh -2.9, ARFGAP1 inh 1.8, proKLK7 act -0.1, ADAM10 inh 0.9, ADAM17 inh -3.3, TDP2 absorb 6.4 and Tn7 DDE FP 1.9.
`Cc1sc2nc(SCC(=O)c3ccc(O)c(O)c3)n(C)c(=O)c2c1C` gave LEDGF integ inh 19.7*, DDE Tn6 FP inh -5.3, PLCg1 inh -2.1, proKLK7 act -0.2, ADAM10 inh 8.8, ADAM17 inh 4.2, TDP2 absorb -2.5 and Tn7 DDE FP -1.5.
Screening Nn1c(SCC(=O)N2CCOCC2)nnc1-c1ccco1 returned LEDGF integ inh -8.7, DDE Tn6 FP inh 3.5, PLCg1 inh 3.3, ASAP1 GAP inh 3.8, ARFGAP1 inh -8.0, proKLK7 act -0.8, ADAM10 inh -4.8, ADAM17 inh -4.0, TDP2 absorb -3.1 and Tn7 DDE FP 3.7.
`CNS(=O)(=O)c1ccc(CNC[C@H]2O[C@@H](n3cnc(C(N)=O)n3)[C@H](O)[C@@H]2O)cc1` gave LEDGF integ inh -1.7, DDE Tn6 FP inh 2.6, PLCg1 inh 3.1, ASAP1 GAP inh -13.8, ARFGAP1 inh 0.3, proKLK7 act 0.5, ADAM10 inh -6.1, ADAM17 inh -1.8, TDP2 absorb -4.4 and Tn7 DDE FP 5.8.
Screening O=c1cc(-c2cccc(Br)c2)nc(-c2ccccc2F)o1 returned LEDGF integ inh 4.2, DDE Tn6 FP inh -3.0, PLCg1 inh -4.5, ASAP1 GAP inh 15.4, ARFGAP1 inh 5.8, proKLK7 act 0.3, ADAM10 inh -2.0, ADAM17 inh -0.4, TDP2 absorb -8.7 and Tn7 DDE FP -6.3.
`CN=C(Nc1ccc(Cl)cc1)c1ccc(C(F)(F)F)cc1` gave LEDGF integ inh 1.7, DDE Tn6 FP inh 3.9, PLCg1 inh 14.8*, ASAP1 GAP inh -3.6, ARFGAP1 inh -17.6, proKLK7 act -0.8, ADAM10 inh 13.3, ADAM17 inh 2.7, TDP2 absorb -7.9 and Tn7 DDE FP -2.7.
COc1ccc(OC)c2sc(N3CCN(c4ccccc4)CC3)nc12 was read as LEDGF integ inh 0.2, DDE Tn6 FP inh -5.6, PLCg1 inh 1.0, ASAP1 GAP inh 12.4, ARFGAP1 inh -3.8, proKLK7 act 0.1, ADAM10 inh 9.0, ADAM17 inh -5.5, TDP2 absorb -12.1 and Tn7 DDE FP 5.6.
For CC(C)C[C@@H]1COc2cc(Br)ccc2S(=O)(=O)N1Cc1cn(Cc2ccc(Cl)cc2)nn1 the results were LEDGF integ inh 2.5, DDE Tn6 FP inh -2.6, PLCg1 inh -2.7, proKLK7 act 0.2, ADAM10 inh 7.1, ADAM17 inh 1.4, TDP2 absorb -5.6 and Tn7 DDE FP -4.4.
`Nc1nonc1-c1noc(CCCCCN2C(=O)c3ccccc3C2=O)n1` gave LEDGF integ inh -0.3, DDE Tn6 FP inh 3.0, PLCg1 inh -2.1, ASAP1 GAP inh -7.4, ARFGAP1 inh -3.3, proKLK7 act 0.0, ADAM10 inh -3.2, ADAM17 inh -3.6, TDP2 absorb -3.6 and Tn7 DDE FP 1.5.
For Cc1oc2c(c(C)cc3oc(=O)c(CC(=O)N[C@H](C(=O)O)C(C)C)c(C)c32)c1C the results were LEDGF integ inh 2.5, DDE Tn6 FP inh -5.2, PLCg1 inh inactive, ASAP1 GAP inh -3.9, ARFGAP1 inh 2.7, proKLK7 act 15.5*, ADAM10 inh -238.2, ADAM17 inh -92.1, TDP2 absorb -8.2 and Tn7 DDE FP -4.2.
CC(C)NS(=O)(=O)c1ccc(NC(=O)CCc2ccccc2)cc1 was read as LEDGF integ inh -2.3, DDE Tn6 FP inh 0.9, PLCg1 inh 0.6, ASAP1 GAP inh 3.7, ARFGAP1 inh -0.9, proKLK7 act 0.5, ADAM10 inh -1.9, ADAM17 inh -3.5, TDP2 absorb -4.1 and Tn7 DDE FP -3.4.
For COc1cc2c(cc1OC)C(c1cccc(Br)c1)CC(=O)N2 (stereo unspecified) the results were LEDGF integ inh 1.5, DDE Tn6 FP inh 8.3, PLCg1 inh 1.3, ASAP1 GAP inh 6.8, ARFGAP1 inh 2.0, proKLK7 act -0.4, ADAM10 inh 5.8, ADAM17 inh 0.7, TDP2 absorb -10.9 and Tn7 DDE FP -3.7.
`CCN(C[C@H]1N[C@@](CC)(C(=O)OC)[C@H]2C(=O)N(C)C(=O)[C@@H]12)S(=O)(=O)c1ccc(OC)cc1` gave LEDGF integ inh -0.1, DDE Tn6 FP inh -0.3, PLCg1 inh -1.8, ASAP1 GAP inh 13.7, ARFGAP1 inh 4.5, proKLK7 act -0.1, ADAM10 inh -7.2, ADAM17 inh -7.5, TDP2 absorb -1.1 and Tn7 DDE FP 4.0.
Screening CCOC(=O)c1ccc(NC(=O)N2C3CCCC2CC(NC(C)=O)C3)cc1 (stereo unspecified) returned LEDGF integ inh 0.6, DDE Tn6 FP inh 0.1, PLCg1 inh 6.0, ASAP1 GAP inh -4.8, ARFGAP1 inh -1.0, proKLK7 act -0.2, ADAM10 inh 4.9, ADAM17 inh 1.4, TDP2 absorb -18.1 and Tn7 DDE FP -9.2.

Screens (PubChem)
